Bioassay records: PubChem BioAssay, National Center for Advancing Translational Sciences (NCATS)
KAT2A inh – inhibitors of human GCN5L2 histone acetyltransferase; Q92830; GCN5L2 HAT assay, ThioGlo1 CoA-SH fluorescence; Potency, µM (highest dose often 58.9 µM), without a hit: at the top dose activity change, negative = inhibition, hits mostly inhibitors; actives 0.21% (n = 390,000); AID 504327
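GCN5L2 (20 nM) in 50mM HEPES pH 7.5, 0.1mM EDTA, 0.01% Tween-20 preincubated 15 min with compounds at room temperature. Reaction started with H3(1-25) 75uM, acetyl-CoA 70uM, ThioGlo1 50uM; CoA-thiol fluorescence (Ex340/Em540) read at 0 and 20 min.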
TDP1 block – TDP1 (human) enzyme inhibition; recombinant TDP1, AlphaScreen DNA substrate cleavage; Potency, µM (highest dose often 130 µM), without a hit: at the top dose activity change, negative = inhibition, hits mostly inhibitors; actives 0.28% (n = 350,000); AID 485290; further: nearly all actives have a fitted effect of over 40% in size
Target sequence (Q9NUW8 whole entry, looked up): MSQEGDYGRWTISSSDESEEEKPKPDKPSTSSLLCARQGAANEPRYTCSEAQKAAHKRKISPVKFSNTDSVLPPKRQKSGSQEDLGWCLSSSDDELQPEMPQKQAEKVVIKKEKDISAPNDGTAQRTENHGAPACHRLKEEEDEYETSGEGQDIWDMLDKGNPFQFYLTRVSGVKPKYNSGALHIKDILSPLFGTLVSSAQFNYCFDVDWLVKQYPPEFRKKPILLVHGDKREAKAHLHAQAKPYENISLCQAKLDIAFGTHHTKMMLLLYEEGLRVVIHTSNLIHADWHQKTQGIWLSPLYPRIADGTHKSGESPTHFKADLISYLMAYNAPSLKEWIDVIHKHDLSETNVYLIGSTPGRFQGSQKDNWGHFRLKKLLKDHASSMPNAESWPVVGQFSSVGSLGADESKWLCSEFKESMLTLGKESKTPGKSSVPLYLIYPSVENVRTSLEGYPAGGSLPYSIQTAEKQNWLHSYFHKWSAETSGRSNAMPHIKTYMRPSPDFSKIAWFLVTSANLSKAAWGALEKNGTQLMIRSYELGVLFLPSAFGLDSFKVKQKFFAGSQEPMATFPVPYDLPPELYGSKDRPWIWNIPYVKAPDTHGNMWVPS
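AlphaScreen read-out: signal falls as enzyme removes the 3' tyrosine-FITC from a 5'-biotinylated DNA oligo (15 nM, 5 min, RT). Enzyme was E. coli-made recombinant Tdp1 at 1 nM, exposed to compound for 15 min beforehand; beads 10 ug/ml, 10 min.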
DT40 TDP1 no CPT – qHTS for Inhibitors of human tyrosyl-DNA phosphodiesterase 1 (TDP1): qHTS in cells in absence of CPT; DT40 Tdp1-/- hTDP1 cells, no CPT, ATP luminescence, 48 h; Potency, µM (doses to about 46.2 µM), for inactives: at the top dose activity change, negative = growth inhibition, usual class: inhibitors; actives 15% (n = 420,000); AID 686978, 2013; further: nearly all actives have a fitted effect of over 55% in size
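Growth kinetics read by CellTiter-Glo luminescence after ≥48 hr at 37 °C. Cells: DT40 Tdp1-/- stably carrying human TDP1, 400 per well, compound exposure in the absence of CPT (DMSO vehicle).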
An asterisk follows results filed as active; ? = inconclusive; · = not tested or not shown; & = joins results of further samples; [ ] = dose if it differs, or a comment. The call rests on the fitted dose curve; in most records, active means well fitted curve in the direction sought with a large enough effect; inconclusive means small, poorly fitted or top-dose-only effect, or another doubt; inactive means no such curve, though single readings can be large; an effect the other way counts as inactive or inconclusive. On the % scale 0 is the no-effect control and ±100 the full control effect; potency means the concentration at half of the fitted maximal effect. This is a subset (hit frequency here may not be typical).

SMILES	KAT2A inh	TDP1 block	DT40 TDP1 no CPT
CCCNC(=O)C1CCC(Cn2c(=O)c3sccc3n(Cc3cccc(OC)c3)c2=O)CC1 (centres undefined)	15%	5%	-15%
CCc1ccccc1N(CC)C(=O)C(=O)Nc1ccc2nc3n(c(=O)c2c1)CCCCC3	-12%	0%	?
O=C(NC1CCCC1)C(c1cccs1)N(C(=O)c1ccno1)c1ccccc1 (centres undefined)	-4%	3%	-2%
COc1ccc(S(=O)(=O)c2c(SC)nn(Cc3ccccc3C)c2NC(C)=O)cc1	-1%	0%	?
CC1CCc2cc(F)ccc2N1C(=O)c1ccncc1 (centres undefined)	0%	4%	-5%
CCc1ccc(OCC(=O)NC(=S)Nc2ccc(F)cc2)c(Br)c1	0%	-4%	-10%
COC(=O)C(C)Sc1ncnc2c1c(-c1ccccc1)cn2-c1ccc(OC)cc1 (centres undefined)	-13%	·	-3%
CCN(CC)C(=O)C(=O)c1cn(CC(=O)NCc2ccc3c(c2)OCO3)c2ccccc12	-3%	-5%	-6%
CCOc1ccccc1C(=O)Nn1c(C2CCC2)nc2ccccc2c1=O	1%	2%	23µM*
CCN1CCN(C(=O)C(C)Oc2ccc(S(=O)(=O)N3CCCC3)cc2C(N)=O)CC1 (centres undefined)	-5%	0%	0%
Nc1nonc1-n1nnc(C(=O)N/N=C/c2ccoc2)c1CSc1ccccc1	0%	1%	-10%
COc1ccc(CN2CCNC(=O)C2CC(=O)N(C)Cc2nccs2)cc1OC (centres undefined)	-5%	0%	1%
CCN1CCN(Cc2ccc(NC(=O)c3ccc(C)c(NC(=O)c4csc(-c5ccncc5)n4)c3)cc2C(F)(F)F)CC1	-18%	2%	23µM*
NS(=O)(=O)c1ccc(CNC(=O)C(c2ccccc2)c2ccccc2)cc1	-16%	6%	-21%
O=[N+]([O-])c1ccc(-c2cnc(NO)nc2)cc1	-6%	-3%	?
Cc1ccc(CN2CCN(CC(=O)Nc3ccc(C)c(C)c3)S2(=O)=O)cc1	-15%	6%	?
Cc1nc2cnc(Oc3cccc(Cl)c3)nc2n(CCC#N)c1=O	5%	·	?
NCCCC[C@H]1CN=C(N)N1CCC12CC3CC(CC(C3)C1)C2	-10%	-2%	?
Cc1ccc(C(=O)Nc2ccccc2C(=O)NC2CCCCC2)cc1S(=O)(=O)N1CCOCC1	·	1%	18µM*
CCOC(=O)C(=O)NCC(c1cccs1)S(=O)(=O)c1ccc(C)cc1 (centres undefined)	4%	-1%	-18%
COc1cc(NC(=O)Cn2nc(C(F)(F)F)c3c2CCC3)cc(OC)c1OC	0%	-2%	9.2µM*
NC(=O)CSc1ccc(S(=O)(=O)N2CCCCC2)cn1	-1%	1%	1%
Cc1occc1C(=O)NCCCCNC(=O)c1ccoc1C	1%	2%	0%
COc1ccc(NC(=O)c2ccc(COc3ccccc3OC)o2)cc1OC	-4%&-4%	-1%&4%	23µM*
CCOc1ccc(/C=N/N2C(C)CCCC2C)cc1OC (centres undefined)	27%	·	0%

Shown with values under each structure: 6 of the compounds above
Values run as follows: KAT2A inh, TDP1 block, DT40 TDP1 no CPT
Nc1nonc1-n1nnc(C(=O)N/N=C/c2ccoc2)c1CSc1ccccc1
 : 0%, 1%, -10%
COc1ccc(CN2CCNC(=O)C2CC(=O)N(C)Cc2nccs2)cc1OC (centres undefined)
 : -5%, 0%, 1%
CCN1CCN(Cc2ccc(NC(=O)c3ccc(C)c(NC(=O)c4csc(-c5ccncc5)n4)c3)cc2C(F)(F)F)CC1
 : -18%, 2%, 23µM*
NS(=O)(=O)c1ccc(CNC(=O)C(c2ccccc2)c2ccccc2)cc1
 : -16%, 6%, -21%
O=[N+]([O-])c1ccc(-c2cnc(NO)nc2)cc1
 : -6%, -3%, ?
Cc1ccc(CN2CCN(CC(=O)Nc3ccc(C)c(C)c3)S2(=O)=O)cc1
 : -15%, 6%, ?

The list goes on:
SMILES	KAT2A inh	TDP1 block	DT40 TDP1 no CPT
Cc1cc(C)nc(N2CCN(C(=O)CCC(=O)Nc3nnc(CC(C)C)s3)CC2)n1	-1%	2%	-24%
CC(C)(C)c1nnc2sc(SCC(=O)c3cccs3)nn2c1=O	-7%	4%	26µM*
COc1ccc(C2=CC(c3ccc(F)cc3)n3ncc(C(=O)Nc4ccc(C)cc4)c3N2)cc1 (centres undefined)	1%	8%	?
CC1(c2ccccc2Cl)NC(=O)N(CC(=O)NCc2ccco2)C1=O (centres undefined)	-14%	9%	6%
COc1ccc(Cn2cc(C(=O)c3ccc(C)cc3)c(=O)c3cc(OC)c(OC)cc32)cc1	-17%	7%	?
Cc1c(NS(=O)(=O)c2ccc(Cl)c(C(=O)OC(C)C(=O)NCc3ccco3)c2)c(=O)n(-c2ccccc2)n1C (centres undefined)	-6%	3%	-6%
C[C@H](NC(=O)c1ccc(C(C)(C)C)cc1)C(=O)N1CCC2(CC1)NCCc1[nH]cnc12	0%	3%	0%
COc1ccc(-c2n[nH]c(=S)n2-c2cc(OC)ccc2OC)cc1	-3%	·	-24%
COc1ccc(/C=C/C(=O)NC2=NCCS2)cc1OC	-4%	2%	?
CCCCCCN(C(=O)CCCCCN1C(=O)NC(c2ccccc2)C(C(=O)OCc2ccccc2)=C1C)C(C(=O)NCCCC)c1ccc(OCC(=O)OC)c(C(=O)OC)c1 (centres undefined)	1%	-2%	·
O=C(Nc1cc(Cl)ccc1Cl)N1CCCC1	-9%	3%	18µM*
CN(C)CCn1c2ccccc2c2nc3ccc([N+](=O)[O-])cc3cc21	0%	·	2.9µM*
Cc1cccc(NC(=O)C2CCN(c3ncnc4c3nc3n4CCCCC3)CC2)n1	-6%	0%	-29%
CCc1ccccc1N(CC(=O)N1CCCC1)S(C)(=O)=O	-7%	3%	-19%
Cc1ccc(NC(=O)c2cnn(-c3ccccc3)c2NC(=O)c2ccco2)cc1	-2%	-1%	?
CCOC(=O)N1CCN(C(=O)COc2cccc3c2CCN(Cc2ccccc2C)C3=O)CC1	-2%	-5%	?
O=C(Nc1ccc(S(=O)(=O)N2CCCC2)cc1)c1cccc(OC(F)F)c1	1%	·	?
COc1ccc2c(c1)N(C(=O)CN1C(=O)C3CCCCC3C1=O)C(C)(C)C=C2C (centres undefined)	-4%	-1%	?
COC(=O)c1cccc(NC(=O)c2cnccn2)c1	-6%	·	-7%
O=C(Nc1ccc2nn(-c3ccc(Cl)cc3)nc2c1)c1cc2ccccc2o1	-1%	-13%[12.3 µM]	-10%
COc1cccc(/C=C/c2nc3c(cnn3-c3ccccc3)c(=O)[nH]2)c1	-8%	1%	?
Cc1nc([N+](=O)[O-])c(C(=O)OCc2ccccc2F)n1C	-9%	2%	-12%
Cc1ccc2onc(CNC(=O)NCc3ccc(Cl)cc3)c2c1	-6%	0%	1%
O=C(NC1CCCC1)c1ccc(Br)c(S(=O)(=O)N2CCCCC2)c1	1%	·	4%
Cc1ccc(NC(=O)CSCc2cc(=O)n3ccsc3n2)c(C)c1	-3%	2%	17%

Reprinted at random: three entries already listed
SMILES	KAT2A inh	TDP1 block	DT40 TDP1 no CPT
Cc1cc(C)nc(N2CCN(C(=O)CCC(=O)Nc3nnc(CC(C)C)s3)CC2)n1	-1%	2%	-24%
COc1cccc(/C=C/c2nc3c(cnn3-c3ccccc3)c(=O)[nH]2)c1	-8%	1%	?
COc1ccc(/C=C/C(=O)NC2=NCCS2)cc1OC	-4%	2%	?

(next part)
SMILES	KAT2A inh	TDP1 block	DT40 TDP1 no CPT
Cc1cccc(OCc2nnc(NC(=O)c3cccs3)s2)c1	-6%	2%	-7%
Cc1ccc(S(=O)(=O)N2CCC(C(=O)N3CC(C)OC(C)C3)CC2)cc1 (centres undefined)	1%	5%	0%
CN1CCC(N(C)C(=O)c2cc(S(=O)(=O)N(C)c3ccccc3)ccc2Cl)CC1	-3%	0%	-2%
CCc1ccc(C(=O)c2cn(CC(=O)Nc3cc(OC)ccc3OC)c3ccc(C)cc3c2=O)cc1	-1%	4%	-17%
NC(=O)c1ccsc1NC(=O)c1coc2ccccc2c1=O	-11%	-2%	29µM*
Cc1ccc(S(=O)(=O)N2CCC(C(=O)Nc3ccc(Oc4ccccc4)cc3)CC2)cc1	-1%	·	?
COc1ccc(/C=N/NC(=S)NC2CCS(=O)(=O)C2)cc1OC (centres undefined)	-6%	4%	-8%
COc1ccc(C(=O)NNC(=O)CCc2ccccc2OC)cc1	2%	-1%	4%
CSCCC(NC(=O)/C(=C\c1ccco1)NC(=O)c1ccco1)C(=O)O (centres undefined)	-8%	·	17%
CCOC(=O)c1[nH]c2ccc(OC)cc2c1NC(=O)CN1CCN(c2ccccn2)CC1	-4%	-5%	·
Cc1ccc(CNC(=O)c2cc(S(=O)(=O)N3CCCCCC3)cn2C)cc1	-6%	4%	-29%
COc1cc2c(cc1OC)C1C(=O)c3ccc4c(c3OC1CO2)C=CC(C)(C)O4 (centres undefined)	-18%	13%[56.1 µM]	0.065µM*
O=C(C1CCCO1)N1CCN(S(=O)(=O)c2ccc(Cl)cc2)CC1 (centres undefined)	-2%	5%	-13%
CC(C)N(Cc1ccccc1)C(=O)COC(=O)c1ccc2ncsc2c1	-2%	1%	-8%
NC(=NC1C2CC3CC(C2)CC1C3)Nc1ccc(I)cc1 (centres undefined)	-8%&-4%&-9%	9%&5%&8%	3.7µM*
Cc1ccc(-n2c(=O)c3sc4ccccc4c3n(C)c2=O)cc1F	-10%	1%	0%
COCCNc1oc(Cc2cccc3ccccc23)nc1C#N	-4%	·	?
O=C(/C=C/c1ccccc1)NC(=S)NNC(=O)Cc1cccs1	1%	5%	18µM*
COc1cccc2[nH]c(C(=O)NC(C)c3ccccc3)cc12 (centres undefined)	-23%	·	-9%
CN1c2ccc([N+](=O)[O-])cc2N(C)C1(C)c1ccccc1 (centres undefined)	-19%	14%	?
Cc1ccc(-n2nnnc2SC(C)C(=O)NCC(=O)Nc2ccc(F)c(F)c2F)c(C)c1 (centres undefined)	-3%	2%	15µM*
CCOc1cc(-c2nc3cc(C)ccn3c2NCC2CCCO2)ccc1O (centres undefined)	-13%	3%	?
N#Cc1nc(/C=C/c2ccc(F)cc2)oc1NCc1ccc(F)cc1	-1%	7%	-24%
COc1cc(NC(=O)c2cccc(F)c2)cc(OC)c1OC	-11%	2%	0%
O=C(Nc1ccccc1)N1CCCC(c2nc(-c3ccc(F)cc3)no2)C1 (centres undefined)	-1%	4%	18µM*

Additional results.
SMILES	KAT2A inh	TDP1 block	DT40 TDP1 no CPT
Cc1cccc(Cn2c(SCC(=O)Nc3ccccc3)nc3c2c(=O)[nH]c(=O)n3C)c1	-2%	3%	21µM*
CC(=O)N1c2ccccc2-c2nc3ccccc3n2C1C (centres undefined)	0%	·	-6%
Cc1ccc(CNC(=O)CCC2CCCN(C(=O)CCC(F)(F)F)C2)o1 (centres undefined)	14%	2%	1%
CCOC(=O)C(CCc1ccccc1)NC(C)C(=O)N1Cc2cc(OC)c(OC)cc2CC1C(=O)O (centres undefined)	-1%	8%	·
C=CCn1c2[n+](c3ccccc3c1=O)CCCCC2	-11%	0%	21%
Cc1c(C(=O)N2CCc3ccccc3C2)sc2nc(-c3ccccc3)cn12	-19%	1%	21µM*
O=C(CN1C(=O)S/C(=C\c2cc(Cl)c(O)c(Cl)c2)C1=O)Nc1ccccc1	?	·	?
COc1ccccc1CNC(=O)CSc1ccc(-c2cccs2)nn1	-10%	2%	-16%
O=C(Nc1ccccc1)C(=O)Nc1ccccn1	-5%	2%	-22%
CCc1cc2c(nc1CC)CCN(CC/C(C)=N/OC[C@H]1O[C@H](c3ccccc3)C=C[C@@H]1Oc1ccc(OC)cc1)C2	-5%	11%[21 µM]	·
CNC(=O)C1CCC(Cn2c(=O)c3sccc3n(CC(=O)NCc3cccc(OC)c3)c2=O)CC1 (centres undefined)	-6%	5%	-12%
COc1ccc(-n2c3c(cc(-c4nc(-c5ccc(Cl)cc5)cs4)c2=O)C(=O)CC(C)(C)C3)cc1Cl	-9%	1%	-6%
S=C(Nc1ccccc1)N1CCN(C/C=C/c2ccccc2)CC1	?	5%	?
COc1ccc(NC(=O)/C(C#N)=C/c2ccc3c(c2)n(C)c(=O)n3C)cc1	-4%	2%	-18%
CC1CN(C(=O)c2ccc(S(=O)(=O)Nc3ccccc3F)cc2)CC(C)O1 (centres undefined)	1%	-3%	-5%
CN(CCc1ccccn1)C(=O)c1cccnc1Oc1ccc(Cl)cc1	-1%	·	-6%
O=C1CCN(S(=O)(=O)c2ccccc2)CCN1CCOCc1ccc(Cl)cc1	0%	·	-21%
COc1ccc(CC(=O)OCC(=O)Nc2ncc(Cl)cc2Cl)cc1OC	-5%	2%	-3%
CC(=O)Nc1ccc(NC(=O)c2ccccc2CC[N+](=O)[O-])cc1	-6%	7%	-24%
COc1ccc(C(=O)NC(=S)N(C)Cc2ccccc2)cc1Br	-6%	5%	?
